Screening data: PubChem BioAssay, several laboratories
V-ATPase pH = regulators of yeast V-ATPase proton transport. S. cerevisiae, pHLuorin cytosolic pH fluorescence. response, % at 10 µM. hit rate 0.37% among 350,000; in the data active means response mostly above about 7.3%, no sharp cut-off; inactive means mostly below about 5.4%; further: actives read high; inactives centre near 0; some compounds called inactive have numbers as strong as hits
Cardiac RTF inh = cardiac RTF calcium desensitization | P19429+P45379 | IANBD-labeled cardiac RTF, Ca2+ fluorescence | inhibition, % at 7.15 µM | hit rate 0.12% among 340,000 | AID 493244;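 active means inhibition above the mean inhibition of all tested compounds plus 3 SD, cut at about 17% in these data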;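 further: assay run at fixed EC70 calcium of 1.6 mM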
CAL PDZ FP-1 = inhibitors of human CAL PDZ peptide binding. inhibition, % at 24.9 µM. purified CAL PDZ, TMR-peptide fluorescence polarization, 1 h. hit rate 0.92% among 300,000. Q9HD26. AID 602252;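 active means mean inhibition of at least 30% with at least half of replicates also reaching 30%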;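 further: 0% = DMSO neutral control and 100% = excess unlabeled competitor peptide PRC23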
Arrestin-AP2 inh = inhibitors of human beta-arrestin and AP2 interaction. FITC-arrestin peptide / GST-AP2 beads, flow cytometry; AP2 beta2 appendage carries R879A mutation. inhibition, % at 10 µM. hit rate 0.31% among 340,000. AID 504490;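 active means inhibition above a set limit, near 3 SD of compounds lacking own fluorescence, cut at about 54% in these data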;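 further: plate controls were DMSO wells for no effect and 5 µM unlabelled arrestin peptide for full effect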
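Material – AP2 appendage R879A on GSH beads · Buffer or medium – PBS with 0.05% Tween 20 and 0.1% BSA · Probe or stimulus – fluorescein-tagged arrestin peptide at 50 nM final · Incubation – compound with beads 12 min RT, then probe 1 h RT · Detection – high-throughput flow cytometry of beads, ex 488, em 535 nm · Evaluation – percent response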
Keap1-Nrf2 PPI = Keap1-Nrf2 (human) interaction inhibition; Q14145; Keap1 Kelch-Nrf2 peptide fluorescence polarization, 1536-well; inhibition, % at 9.4 µM; hit rate 0.15% among 340,000; in the data active means inhibition above about 12%;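 further: human Keap1 Kelch domain with fluorescein labeled Nrf2 9mer peptide probe; 0% = neutral control wells and 100% = peptide positive control; higher means more block of Keap1 binding to Nrf2 peptide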
Target sequence (Q14145 whole entry, looked up, the tested form may be a part): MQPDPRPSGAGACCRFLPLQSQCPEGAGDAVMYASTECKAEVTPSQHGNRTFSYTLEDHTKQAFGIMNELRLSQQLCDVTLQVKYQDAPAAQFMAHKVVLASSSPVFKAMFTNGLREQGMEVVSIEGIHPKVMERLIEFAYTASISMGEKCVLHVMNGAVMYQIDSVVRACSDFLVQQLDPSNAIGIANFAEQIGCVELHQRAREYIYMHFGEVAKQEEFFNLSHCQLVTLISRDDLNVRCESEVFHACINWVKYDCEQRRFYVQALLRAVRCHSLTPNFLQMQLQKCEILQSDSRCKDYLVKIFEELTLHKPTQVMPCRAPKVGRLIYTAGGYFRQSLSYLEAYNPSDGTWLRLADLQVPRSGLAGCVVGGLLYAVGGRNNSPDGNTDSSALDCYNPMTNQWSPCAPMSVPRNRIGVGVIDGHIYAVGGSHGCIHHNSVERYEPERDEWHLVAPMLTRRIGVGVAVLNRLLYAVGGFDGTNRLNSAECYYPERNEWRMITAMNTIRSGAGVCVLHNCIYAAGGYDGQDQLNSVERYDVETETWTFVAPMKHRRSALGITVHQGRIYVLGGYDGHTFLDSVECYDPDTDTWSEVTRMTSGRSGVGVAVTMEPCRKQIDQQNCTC
CAL PDZ FP-2 = inhibitors of human CAL PDZ peptide binding | Q9HD26 | purified CAL PDZ, TMR-peptide fluorescence polarization, 1 h | hit rate 0.02% among 330,000 | AID 504414 | inhibition, % at 20 µM;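 active means highest replicate inhibition of at least 40%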;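 further: plate controls were DMSO neutral control wells for no effect and unlabeled competitor peptide control wells for full effect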
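Read-out basis: mP drop reported as inhibition | Assay system: Tagged CAL PDZ protein CerCALP, purified | Benchmarks: Unlabelled peptide for full inhibition, DMSO wells as neutral | Schedule: 1 h incubation at room temperature before polarization reading | Buffer or medium: Sodium phosphate/NaCl buffer pH 7.4 with TCEP, IgG, Thesit | Doses: Single point, 20 µM | Measured by: Fluorescence polarization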
LANA DNA inh = inhibitors of KSHV LANA C-terminal domain DNA binding | MBP-C-LANA/FAM-LBS DNA binding, fluorescence polarization | inhibition, % at 9 µM | hit rate 0.078% among 340,000;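 active means highest replicate inhibition at or above 60% at 9 µM, even if other replicates fall short; inactive means all replicates below 60% inhibition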;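 further: 0% = neutral control wells and 100% = 4 µM acridine orange control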
NSD2 inh = blocks human histone methyltransferase NSD2. inhibition, % at 12.5 µM. O96028. hit rate 0.54% among 310,000. NSD2 peptide methylation, AlphaScreen, 120 min; in the data active means inhibition above about 50%
DSG3 Ab inh = human desmoglein-3 autoantibody binding inhibition; AID 588358; DSG3-coupled beads, scFv-anti-DSG3-GFP binding, flow cytometry; active compounds read low; hit rate 0.48% among 310,000; P32926; binding (percent of control), % at 10 µM;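 active means binding more than 3 SD below its plate's average and above zero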;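 further: hits lower antibody fragment binding to DSG3; some compounds called inactive have numbers as strong as hits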
DAGLB inhibitor = diacylglycerol lipase beta (human) inhibition | Q8NCG7 | HEK293T DAGLB membrane lysate, EnzChek fluorogenic substrate | inhibition, % at 5.17 µM | hit rate 0.059% among 340,000 | AID 504411; in the data active means inhibition above about 34%;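 further: 0% = enzyme with vehicle and 100% = wells lacking enzyme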
* hit, by the source's call; . = not tested or not shown. This is a subset; the hit share may differ from the screen's.

SMILES | V-ATPase pH | Cardiac RTF inh | CAL PDZ FP-1 | Arrestin-AP2 inh | Keap1-Nrf2 PPI | CAL PDZ FP-2 | LANA DNA inh | NSD2 inh | DSG3 Ab inh | DAGLB inhibitor
COc1cc(C)nc(Oc2ccc(OCCOc3ccc(C)cc3)nn2)n1 | 2 | -2 | 1 | -5 | -2 | -2.4 | 0.5 | -3 | 93 | -3
CCOC(=O)c1c(-c2ccc(OC)cc2)csc1NC(=O)CCN1CCOCC1 | 1 | -7 | -4 | -4 | -4 | -2.4 | 1.1 | -3 | 140 | -2
COc1cc(NC(=O)CSc2nnc(-c3ccncc3)o2)cc(OC)c1OC | -1 | -8 | . | 12 | -1 | 0.0 | 0.1 | 1 | 104 | -3
CC(OC(=O)c1cccs1)C(=O)NCc1cccs1 (stereo not given) | -1 | -2 | -4 | 23 | 3 | . | 0.6 | 4 | . | -2
Cc1cc(C)n(NC(=S)NC2CCCC2)c(=O)c1C#N | -2 | -2 | -1 | 3 | -1 | -0.5 | -4.0 | -6 | . | -1
COc1ccc(S(=O)(=O)NCC(=O)NC2CC2)cc1OC | -2 | -9 | -2 | 8 | -6 | -1.7 | 0.9 | . | 106 | -4
Cn1c(=O)c2c(nc(Sc3ncnn3CC(=O)NC3CCCCC3)n2C)n(C)c1=O | 1 | -2 | -3 | -10 | -2 | 0.7 | -0.8 | -1 | 108 | 1
CCOC(=O)c1sc(N2C(=O)C(O)=C(C(=O)c3ccc(C)o3)C2c2ccc(OC)c(OC)c2)nc1C (stereo not given) | 1 | -5 | -6 | 5 | -8 | -5.2 | -0.2 | 0 | 103 | 5
CC(=O)N(Cc1ccc(F)cc1)Cc1nc2ccccc2c(=O)[nH]1 | 2 | -4 | 0 | 8 | -3 | -2.1 | 2.6 | -4 | 105 | -1
Cc1ccc(N2C(=O)C(Cl)=C(Nc3c(C)n(C)n(-c4ccccc4)c3=O)C2=O)cc1 | -5 | -1 | 3 | 3 | 3 | -1.3 | -0.9 | 2 | 100 | 6
O=c1c2ccccc2nc(-c2ccc(Cl)cc2)n1C1CCS(=O)(=O)C1 (stereo not given) | -1 | 1 | -3 | 30 | -4 | -1.0 | -1.0 | 4 | 103 | -1
CCCCNC(=O)c1sc(=S)n2c1[nH]c(=O)c1ccc(C(=O)NCCc3ccc(OC)c(OC)c3)cc12 | 5 | -6 | 0 | 5 | 2 | -1.7 | 0.1 | 15 | 99 | 1
CCC1=C(OC(=O)N(CC)CC)N2C(=O)OC(=NCC(=O)OC)[C@]2(C)[C@H]2C1=CC[C@H]1C(=O)N(CC)C(=O)[C@H]12 | -4 | -4 | 0 | -2 | 0 | 0.0 | 0.7 | . | 103 | 0
O=C(CSc1nncs1)NNC(=O)c1ccccc1Br | 1 | 6 | -3 | -13 | -2 | -0.9 | 2.5 | 1 | 133 | 0
CC1=C(C(=O)O)N2C(=O)C(NC(=O)c3nn(C)cc3Cl)C2SC1 (stereo not given) | -1 | -4 | -5 | 0 | -2 | -0.6 | 0.7 | 0 | 102 | 0
Cc1nn(Cc2ccc(F)cc2)c2sc(C(=O)Nc3ccc(N4CCOCC4)cc3N3CCOCC3)cc12 | -1 | -4 | 3 | -3 | 2 | 0.3 | -0.6 | 20 | 99 | 2
O=C(Oc1ccc(N(Cc2cccs2)C2=NS(=O)(=O)c3ccccc32)cc1)c1ccccc1F | 1 | -8 | 0 | 9 | -2 | -0.1 | -0.8 | -4 | 98 | 0
CCOc1ccc(/C=N/n2c(SC)nnc(C(C)(C)C)c2=O)cc1 | 4 | -1 | -2 | -6 | -4 | -0.8 | -2.0 | 2 | 103 | -6
c1ccc(CN2CCCC3(CCCN(Cc4nc(COc5ccccc5)no4)C3)C2)cc1 (stereo not given) | -1 | 1 | 52* | -3 | 1 | -1.1 | 0.3 | -1 | 106 | -12
CC1=C([N+](=O)[O-])C(c2ccccc2)C2=C(N1)c1ccccc1C2=O (stereo not given) | 1 | 8 | -2 | 3 | 0 | 2.3 | 0.2 | 9 | . | 23
CSc1nnc(NC(=O)c2cc(=O)c3cc(C)cc(C)c3o2)s1 | 2 | -2 | . | -8 | 0 | -3.4 | 10 | 24 | 107 | -1
Oc1ccc(C=Nc2ccc(N3CCOCC3)cc2)c(O)c1 | 1 | -3 | -1 | 10 | -2 | -2.5 | -0.5 | 3 | . | 5
CC(C)Cn1c(SCc2nc3ccccc3c(=O)[nH]2)nc2ccccc2c1=O | 1 | -10 | -6 | 7 | -2 | -0.6 | -1.1 | -2 | 100 | -2
Cc1ccccc1C1c2[nH]c3ccccc3c2CCN1CCCn1cccn1 (stereo not given) | 1 | 1 | 16 | 18 | -3 | 0.7 | -1.1 | 1 | 105 | 2
CCN(C(=O)c1coc(=O)c(Br)c1)c1ccc2c(c1)OCO2 | 1 | -12 | 1 | 8 | 2 | -1.1 | 13 | 16 | 102 | 3
CC(C)n1c2ccccc2c2nc3ccccc3nc21 | -1 | 2 | 2 | 21 | -6 | 0.4 | -1.3 | -3 | . | -9
O=C(O)CSC1CC(=O)N(c2ccc(Br)cc2)C1=O (stereo not given) | 3 | -1 | -2 | 10 | -2 | -0.2 | -0.2 | -2 | 102 | -1
O=C(Cn1c(C(=O)N2CCN(C3CCCCC3)CC2)cc2sccc21)c1ccccc1 | -5 | -5 | -6 | 11 | -3 | . | -1.2 | 15 | 102 | -2
CCc1cccc(C)c1NC(=O)CN(C)Cc1ccc(Br)cc1 | 2 | 5 | -2 | 27 | -1 | 3.9 | -2.0 | -3 | 110 | -8
O=C(Cn1ccc([N+](=O)[O-])n1)NCc1ccccc1 | 0 | 1 | -2 | 0 | 0 | -0.1 | 0.5 | -2 | . | -4
CCOC(=O)C1(CC2CC2)CCN(Cc2cnc(-c3ccccc3C)nc2)CC1 | -1 | -2 | 0 | -3 | 5 | -3.1 | -0.4 | -12 | 101 | -4
CC(=O)c1c(C)[nH]c(C(=O)NC2CCSc3ccccc32)c1C (stereo not given) | 7 | 2 | -5 | 17 | -3 | -2.7 | -1.8 | . | 113 | -3
COc1ccc(S(=O)(=O)c2c(O)cc(C)c(NS(=O)(=O)c3ccccc3)c2C)cc1 | -2 | 1 | -3 | 0 | -5 | -2.6 | 0.4 | 0 | 114 | 0
CCC(Sc1nc2cc3c(cc2c(=O)n1Cc1ccco1)OCO3)C(=O)Nc1ccccc1OC (stereo not given) | 1 | -2 | . | 0 | -4 | 0.1 | 1.3 | -1 | 100 | 0
CCCC(=O)Nc1ccc(C(=O)/C=C/c2ccc(SC)cc2)cc1 | 3 | -3 | -3 | 5 | -4 | -0.3 | -0.7 | 3 | 106 | 2
CCOCCc1nnc(NC(=O)Cc2ccc(Br)cc2)s1 | 1 | -4 | 0 | 3 | -2 | -1.0 | 0.3 | -6 | 91 | 0
CC(C)(C)CC(C)(C)NCC(O)COc1c(F)cc(Br)cc1F (stereo not given) | -4 | -1 | -7 | 5 | -7 | . | 23 | 3 | 103 | -3
O=C(CSc1nnnn1Cc1ccccc1)NC1CCCCC1 | 0 | -8 | 1 | -12 | -3 | -0.6 | 1.2 | -2 | 101 | -3
CCOC(=O)c1nn(-c2ccc([N+](=O)[O-])cc2)cc1O | 2 | 11 | -2 | 13 | 3 | 0.3 | -0.1 | 0 | 98 | -1
CC(OC(=O)c1cc(=O)[nH]c2ccccc12)C(=O)NCc1ccccc1 (stereo not given) | 3 | -8 | -13 | -6 | -6 | -1.9 | -0.7 | 0 | 98 | 4
O=C(/C=C/c1ccccc1[N+](=O)[O-])NCCCN1CCCC1=O | 3 | -6 | 3 | 57* | 3 | -1.5 | 0.2 | 18 | 112 | 1
COc1cc(CC(=O)Nc2ccc(S(=O)(=O)Nc3ncccn3)cc2)cc(OC)c1OC | -3 | 0 | -1 | 4 | -1 | -3.2 | -1.6 | 0 | 100 | 0
COc1ccc(/C=C/C(=O)N(Cc2ccccc2)c2ccccn2)cc1OC | 2 | -1 | 5 | 24 | 0 | -0.9 | 0.6 | -2 | 98 | -3
CC1CN(CC(=O)N2CCc3[nH]c4ccccc4c3C2)CC(C)O1 (stereo not given) | -4 | -3 | -4 | 25 | -1 | 0.0 | 1.7 | . | . | -1
CCCS(=O)(=O)N1CCN(Cc2c[nH]c3ccccc23)CC1 | 0 | -1 | -7 | 36 | 2 | -1.1 | -0.8 | 2 | 107 | -3
CCN(CC(=O)Nc1c(F)cccc1F)C(=O)CCc1nc2cc(S(=O)(=O)N(C)C)ccc2n1CC | 0 | -5 | -3 | 3 | -2 | -1.2 | -0.8 | -5 | 91 | 3

Six compounds out of the list, ordered by formula weight, ascending.
SMILES | V-ATPase pH | Cardiac RTF inh | CAL PDZ FP-1 | Arrestin-AP2 inh | Keap1-Nrf2 PPI | CAL PDZ FP-2 | LANA DNA inh | NSD2 inh | DSG3 Ab inh | DAGLB inhibitor
O=C(/C=C/c1ccccc1[N+](=O)[O-])NCCCN1CCCC1=O | 3 | -6 | 3 | 57* | 3 | -1.5 | 0.2 | 18 | 112 | 1
CCCS(=O)(=O)N1CCN(Cc2c[nH]c3ccccc23)CC1 | 0 | -1 | -7 | 36 | 2 | -1.1 | -0.8 | 2 | 107 | -3
CC(=O)c1c(C)[nH]c(C(=O)NC2CCSc3ccccc32)c1C (stereo not given) | 7 | 2 | -5 | 17 | -3 | -2.7 | -1.8 | . | 113 | -3
CC(OC(=O)c1cc(=O)[nH]c2ccccc12)C(=O)NCc1ccccc1 (stereo not given) | 3 | -8 | -13 | -6 | -6 | -1.9 | -0.7 | 0 | 98 | 4
CCOCCc1nnc(NC(=O)Cc2ccc(Br)cc2)s1 | 1 | -4 | 0 | 3 | -2 | -1.0 | 0.3 | -6 | 91 | 0
CCOC(=O)C1(CC2CC2)CCN(Cc2cnc(-c3ccccc3C)nc2)CC1 | -1 | -2 | 0 | -3 | 5 | -3.1 | -0.4 | -12 | 101 | -4
